Bioassay records deposited in PubChem by National Center for Advancing Translational Sciences (NCATS).
HCMV inh: blocks human cytomegalovirus replication. HFF cells, HCMV-luciferase reporter, 72 h; active compounds read low. activity change, negative = inhibition, % at 57.5 µM. 410,000 tested, 4.5% active. AID 1259415; in the data active means activity change below about -60%; inconclusive means no clear call, values can overlap the other calls; inactive means above about -39%
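Human foreskin fibroblasts infected with luciferase-reporter HCMV at MOI 1 PFU/cell, compounds at two doses. Luciferase measured 72 h post infection; normalized to buffer-only basal and Salinomycin (10uM) controls.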
AMA1-RON2 inh: AMA1-RON2 (P. falciparum) interaction inhibition; Potency, µM (doses to about 58.2 µM), for inactives: top-dose activity change, negative = inhibition, hits mostly inhibitors; 360,000 tested, 0.2% active; AlphaScreen AMA1-biotinylated RON2 peptide binding;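 further: potency means the concentration at half of the fitted maximal effect; 0% = vehicle wells and -100% = peptide control; nearly all actives have a fitted effect of over 45% in size; some results filed as inactive show a strong effect at the top dose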
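AMA1 (3D7) with his tag at 25 nM final met compounds first, then biotinylated RON2 peptide at 25 nM; detection used donor plus acceptor beads, 10 µg/mL apiece, read by AlphaScreen after 30 min at room temperature.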
Giardia FBPA inh: Giardia lamblia aldolase inhibition; A8B2U2; purified Giardia FBPA; Potency, µM (titrated, usually from 59.6 µM), without a hit: top-dose activity, negative = inhibition, hits mostly inhibitors; 290,000 tested, 0.71% active; further: potency means the concentration at half of the fitted maximal effect; nearly all actives have a fitted effect of over 55% in size
Target sequence (A8B2U2 whole entry, looked up): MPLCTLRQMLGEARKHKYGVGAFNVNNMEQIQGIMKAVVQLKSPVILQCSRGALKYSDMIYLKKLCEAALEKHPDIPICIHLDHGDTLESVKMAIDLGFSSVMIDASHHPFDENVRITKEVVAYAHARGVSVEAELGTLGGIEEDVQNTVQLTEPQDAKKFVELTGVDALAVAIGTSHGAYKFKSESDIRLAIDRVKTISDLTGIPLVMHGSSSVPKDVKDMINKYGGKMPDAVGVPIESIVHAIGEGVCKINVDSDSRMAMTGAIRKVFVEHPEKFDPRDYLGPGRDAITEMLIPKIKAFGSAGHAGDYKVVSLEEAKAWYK
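Giardia FBPA (40 nM reagent) was preincubated 10 min at RT with compound (up to 57.5 uM final), then substrate plus GAPDH/TPI/NAD/arsenate coupling system with diaphorase/resazurin was added; resorufin fluorescence (525/598 nm) was read after 20 min.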
Sm TGR inh: blocks Schistosoma mansoni thioredoxin glutathione reductase. purified TGR, DTNB reduction, TNB absorbance 405 nm. AID 485364. Potency, µM (titrated, usually from 114 µM), without a hit: top-dose activity change, negative = inhibition, most hits filed as inhibitors. 360,000 tested, 3% active. Q962Y6; further: potency means the concentration at half of the fitted maximal effect; nearly all actives have a fitted effect of over 60% in size
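First, TGR (20 nM dispensed) and NADPH were mixed with compound. Second, a 15 min room-temperature incubation followed. Third, further NADPH and then DTNB were added to start the reaction. Finally, TNB absorbance was monitored kinetically.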
AmpC inh detg: inhibitors of E. coli AmpC beta-lactamase with detergent. P00811. AmpC hydrolysis of nitrocefin, absorbance 480 nm, 0.01% Triton. Potency, µM (titrated, usually from 114 µM), for the others: at the highest dose activity change, negative = inhibition, hits mostly inhibitors. 370,000 tested, 0.041% active;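 further: potency means the concentration at half of the fitted maximal effect; 0% = no-compound wells and -100% = no-enzyme wells; nearly all actives have a fitted effect of over 25% in size; some results filed as inactive show a strong effect at the top dose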
Target sequence (P00811 whole entry, looked up): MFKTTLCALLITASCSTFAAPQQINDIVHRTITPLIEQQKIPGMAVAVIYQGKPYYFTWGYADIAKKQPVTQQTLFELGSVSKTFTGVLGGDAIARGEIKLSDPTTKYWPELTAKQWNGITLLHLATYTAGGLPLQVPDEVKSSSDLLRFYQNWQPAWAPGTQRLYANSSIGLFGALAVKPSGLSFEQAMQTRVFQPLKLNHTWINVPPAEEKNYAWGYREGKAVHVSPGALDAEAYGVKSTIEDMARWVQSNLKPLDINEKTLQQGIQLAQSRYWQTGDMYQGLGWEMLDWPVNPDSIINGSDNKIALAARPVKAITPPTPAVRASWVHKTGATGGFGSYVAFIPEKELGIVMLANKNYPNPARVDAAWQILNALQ
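20 mM phosphate pH 7.0 + 0.01% (detergent screen) or 0.0001% Triton X-100; 5.3 nM AmpC reagent; cpd preinc 15 min RT; nitrocefin (800 uM stock) to start; A480 q20 s × 4 min; Activity was normalised to no-enzyme and no-compound control wells.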
HCV inh: inhibitors of hepatitis C virus infection; Potency, µM (doses to about 41.8 µM), for the others: at the highest dose activity change, negative = inhibition, most hits filed as inhibitors; AID 651820; Huh7.5.1 HCVcc-Cre infection, luciferase reporter, 44 h; 340,000 tested, 3.4% active; further: potency means the concentration at half of the fitted maximal effect
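1,000 cells/well; 4 h culture; + compound; + HCVcc-Cre (~0.5 moi); 44 h; luciferase substrate, RT 15 min; read 15 sec.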
* hit, by the source's call; ? = inconclusive; . = no result given; & = joins results of further samples; [ ] = dose if it differs, or a comment. Unless noted, the call rests on the fitted dose curve; in most records, active means well fitted curve in the direction sought with a large enough effect; inconclusive means small, poorly fitted or top-dose-only effect, or another doubt; inactive means no such curve, though single readings can be large; an effect the other way counts as inactive or inconclusive. Unless noted, on the % scale 0 is the no-effect control and ±100 the full control effect.

SMILES	HCMV inh	AMA1-RON2 inh	Giardia FBPA inh	Sm TGR inh	AmpC inh detg	HCV inh
CCc1nc2c(sc3nc(N4CCOCC4)c4c(c32)CC(C)(C)OC4)c(=O)o1	.	.	-3%	-27%	-18%	.
Cc1ccc(-c2nc(CN3CCCCC3c3cccc(F)c3)c(C)o2)o1 (centres undefined)	-3	-15%	1%	-31%	5%	-12%
Cc1cc(C)c2c(c1)NC(=O)C2(O)c1c[nH]c2ccccc12 (centres undefined)	-5	.	.	0%	-1%	.
CCOC(=O)c1cccc(N2CC3CNC(=O)C2(C(=O)OC)N3C)c1 (centres undefined)	-38	7%	.	.	.	13%
COc1cccc(C2C(C#N)=C(N)Oc3cc(C)[nH]c(=O)c32)c1OC (centres undefined)	?	0%	-13%	11%	11%	19%
C/C(=N/NC(=O)c1ccco1)c1cccc(NC(=O)c2ccc(C)o2)c1	100	14%	-1%	-23%	-16%	-6%
CN1CCN(Cc2cn(C)nc2-c2ccccc2F)CC1c1ccccc1 (centres undefined)	-10	-4%	6%	?	-4%	0%
CCCCCCCC(=O)OCC(=O)[C@@]1(O)CC[C@H]2[C@@H]3CCC4=CC(=O)CC[C@]4(C)[C@H]3[C@@H](O)C[C@@]21C	68	-5%	-3%	10%	1%	4%[8.37 µM]
Cc1ccc2nc(NC(=O)C3CCN(S(=O)(=O)c4cnc[nH]4)CC3)sc2c1	?	-17%	-2%	0%	-5%	-14%
COc1ccc(-c2noc(CCC(=O)N3CCN(c4cccc(Cl)c4)CC3)n2)cc1	4	0%	.	.	.	22%
COc1ccc(OCc2nc(C#N)c(NCc3ccccc3Cl)o2)cc1	-31	.	.	-2%	16%	.
O=C(c1ccc(Br)cc1)C(CN1CCOCC1)c1ccccc1 (centres undefined)	-2	20%	-10%	3.5µM*	-5%	1%
COc1ccc(CNC(=O)C2CCCN(S(=O)(=O)c3cccc4nsnc34)C2)cc1 (centres undefined)	-30&-27	-7%	-1%	6%&10%	?	-22%
CCCC(C)NC1=NCCCCC1 (centres undefined)	17	16%	.	-22%	1%	11%
COc1ccc(C2=C(C)C(=NCCCN3CCN(c4cc(C)ccc4C)CC3)NS2(=O)=O)cc1	-91*	.	.	1%	-8%	.
O=C(CSc1n[nH]c(-c2cccnc2)n1)Nc1ccc(Cl)cc1	?	-13%	-8%	-3%	?	1%
CC1CCCN(S(=O)(=O)c2ccc3[nH]c4c(c3c2)CCCC4)C1 (centres undefined)	0	-1%	.	-6%	3%	?
COc1ccc(CN2CC(C(=O)NCCCN3CCCCC3)CC2=O)cc1 (centres undefined)	-13	6%	-8%	2%	5%	6%
O=C(NCc1ccc(-c2nc3ccccc3s2)cc1)c1ccc(Br)o1	11	20%	5%	-18%	-9%	-29%
C=CCC1C=C(C)CC(CC=C)N1 (centres undefined)	-17	29%	-1%	-1%	0%	14%
C=CCN1C=CC=C/C1=C1\SC(=S)N(C)C1=O	35	5%	-14%	-10%	-5%	-3%
Cc1ccnc(N2CCCC(C(=O)Nc3cc(F)ccc3C)C2)n1 (centres undefined)	3	1%	3%	6%	-14%	?
OCC1(Cc2cccc(Cl)c2)CCCN(Cc2cnn(-c3ccccc3)c2)C1 (centres undefined)	0	-7%	1%	7%	-4%	?
CCC(=O)Oc1ccc(NC(=O)c2ccco2)cc1	11	6%	-9%	.	0%	4%
CN(C1=C(N2CCOCC2)C(=O)c2ccccc2C1=O)c1ccccc1	-24	16µM*	?	25µM*	-5%	5%

Quoted at random: 6 compounds from above
SMILES	HCMV inh	AMA1-RON2 inh	Giardia FBPA inh	Sm TGR inh	AmpC inh detg	HCV inh
CC1CCCN(S(=O)(=O)c2ccc3[nH]c4c(c3c2)CCCC4)C1 (centres undefined)	0	-1%	.	-6%	3%	?
COc1ccc(CN2CC(C(=O)NCCCN3CCCCC3)CC2=O)cc1 (centres undefined)	-13	6%	-8%	2%	5%	6%
Cc1ccc(-c2nc(CN3CCCCC3c3cccc(F)c3)c(C)o2)o1 (centres undefined)	-3	-15%	1%	-31%	5%	-12%
CCc1nc2c(sc3nc(N4CCOCC4)c4c(c32)CC(C)(C)OC4)c(=O)o1	.	.	-3%	-27%	-18%	.
C/C(=N/NC(=O)c1ccco1)c1cccc(NC(=O)c2ccc(C)o2)c1	100	14%	-1%	-23%	-16%	-6%
COc1ccc(CNC(=O)C2CCCN(S(=O)(=O)c3cccc4nsnc34)C2)cc1 (centres undefined)	-30&-27	-7%	-1%	6%&10%	?	-22%

The main list resumes; the 2 compounds before the break are reprinted first.
SMILES	HCMV inh	AMA1-RON2 inh	Giardia FBPA inh	Sm TGR inh	AmpC inh detg	HCV inh
CCC(=O)Oc1ccc(NC(=O)c2ccco2)cc1	11	6%	-9%	.	0%	4%
CN(C1=C(N2CCOCC2)C(=O)c2ccccc2C1=O)c1ccccc1	-24	16µM*	?	25µM*	-5%	5%
CC(=O)NC(=S)Nc1cc(C(F)(F)F)ccc1N1CCOCC1	-29	1%	2%	-27%	-8%	-9%
Cc1ccc(-n2c(SCC(=O)N/N=C/c3ccc(C)s3)nnc2-c2ccccc2)cc1	-15	15%	-1%	-5%	-15%	6%
COc1ccc(/C=C/c2nc3cc(-c4ccccc4)ccc3o2)cc1O	?	2%	0%	2%	1%	?
O=C(O)/C(=C1\OC(=O)c2ccccc21)c1ccccc1	-12	-2%	19%	-2%	-8%	6%
Cc1ccc(NC(=O)Cn2c(-c3cncs3)nc3ccccc32)cc1Br	-23	.	.	5%	4%	.
COC(=O)c1ccc(N2CCN(c3ccccc3)CC2)nc1	-14	8%	14%	8%	1%	-14%
CC/C(C)=N/Nc1cccc([N+](=O)[O-])c1	-24	-2%	-2%	3%	?	-11%
CC(C)C1Nc2ccc(C(=O)O)cc2C2C=CCC21 (centres undefined)	-15	-10%	-19%	20µM*	2%	6%
Cc1ccccc1OCc1nc2c3cnn(C)c3ncn2n1	51	-7%	2%	-1%	-1%	-15%
COc1ccccc1Cn1c(=O)oc2ccc(C)cc21	-10	10%	4%	-6%	?	-21%
Cc1ccnc(NC(=O)c2cccc(S(=O)(=O)N3CCCc4ccccc43)c2)c1	22	-8%	.	5%	?	?
O=C(NCC1CCCN(C(=O)c2cscn2)C1)c1ccc(-c2ccccc2)cc1 (centres undefined)	-29	10%	-3%	-16%	4%	?
COc1cc(-c2noc(C)c2C#Cc2ccccn2)cc(OC)c1OC	-18	3%	-5%	35µM*	?	?
Cc1cc(C(=O)Nc2ccc3c(c2)CCC3)c2ccccc2n1	.	14%	7%	6%	-5%	?
CC(C)(C)OC(=O)N1CCCC(C(=O)Nc2cccc(C(=O)N3CCCC3)c2)C1 (centres undefined)	3	-1%	.	.	.	-14%
CN(C(=O)CC1C(=O)NCCN1Cc1c(F)cccc1Cl)C1CCOCC1 (centres undefined)	-27	29%	?	50µM*	3%	8%
CC1(C)COCN1C(=O)c1ccc(Cl)c(Cl)c1	0	-3%	4%	-1%	3%	11%
COc1ccc(C)cc1NC(=O)c1cc2c(=O)n(Cc3cccnc3)ccc2nc1C	-15	.	.	-2%	22%	.
Cc1cccc(NC(=O)CN(c2ccc(C(C)C)cc2)S(=O)(=O)c2c(C)nn(C)c2C)c1C	-18	.	.	0%	-8%	.
COc1cc(C2Nc3cccc4cccc(c34)N2)ccc1OC(C)=O	.	11%	?	?	-11%	?
Cc1c(Cl)cccc1NC(=O)C(=O)NNS(=O)(=O)c1ccc(F)cc1	.	139%[activator]	5%	46%[activator]	0%	0%
CSc1nnc(-c2ccccc2Cl)n1N	52	-1%	-9%	-5%	?	9%
COc1ccc2c(Cl)c(C(=O)NC3CCS(=O)(=O)C3)sc2c1 (centres undefined)	-18	-12%	1%	0%	-6%	?
CC(=O)C1=C(C)N(Cc2ccccc2)C(=O)N[C@H]1c1cccc(F)c1	-18	49%[activator]	-9%[12.9 µM]	.	.	4%
N#CCSc1nc(-c2ccccc2)nc2ccccc12	-28	5%	24%	12%	3%	?
Later entries
SMILES	HCMV inh	AMA1-RON2 inh	Giardia FBPA inh	Sm TGR inh	AmpC inh detg	HCV inh
CC(O)CCC(=O)NNC1=CC(=O)CC(C)(C)C1 (centres undefined)	.	.	4%	96%[activator]	2%	.
CN(c1ccc(C(=O)N2CCCCCC2)cc1)S(=O)(=O)c1ccc(Cl)cc1	-74*	0%	.	12%	-1%	.
O=C(CSc1nnc2c(n1)[nH]c1ccc(F)cc12)NCc1ccc(F)cc1	-34	4%	-9%	3%	-2%	22%
COc1cc(Cl)c(C)cc1NC(=O)CC1Oc2ccccc2NC1=O (centres undefined)	43	.	.	9%	-2%	.
CCN(CC)c1ccc(N=Cc2c(O)n(Cc3ccco3)c(=O)[nH]c2=O)cc1	-9	-19%	0%	-27%	-4%	10%
CCN1CCN(c2cc(C)c3cc(NC(=O)c4ccc(C)c(C)c4)ccc3n2)CC1	-17	3%	0%	-10%	-4%	?
O=P1(O)Cc2ccccc2-c2ccccc21	14	11%	.	.	.	29%
CNC(=O)c1nn(C)c(=O)[nH]c1=O	-17	17%	.	.	.	18%
CCCc1nnc(SCC(=O)N2CCCCC2C)n1CC (centres undefined)	-5	-3%	2%	6%	-3%	2%
Cc1ccc(C(OCCN(C)C)c2cccc(C(F)(F)F)c2)cc1 (centres undefined)	?	-17%	5%	-2%	-3%	?
CC(=O)Nc1ccc(C(=O)CCl)cc1	-2	-1%	.	13µM*	3%	-24%
Cc1ccccc1-c1nc2c(c(SCc3cccc(Cl)c3)n1)Cc1c(CO)cnc(C)c1O2	11	.	.	-3%	-2%	.
Cc1cc2cc(CN(Cc3cccs3)Cc3nnnn3CC3CCCO3)c(=O)[nH]c2cc1C (centres undefined)	-13	-2%	-6%	-28%	?	?
Cc1sc(NC(=O)CSc2n[nH]c(N)n2)c(C#N)c1C	0	53%[activator]	.	.	.	6%
CC1CCN(C(=O)COC(=O)c2ccc(F)c(S(=O)(=O)N3CCOCC3)c2)CC1	-1	16%	.	4%	-8%	.
COc1ccccc1CNC(=O)c1ccc(CS(=O)(=O)c2c(Cl)cccc2Cl)o1	3	.	.	-7%	?	.
Cc1cc(C)cc(OCCOc2cccc(C=C3C(=O)NC(=O)NC3=O)c2)c1	60	13%	-8%	32µM*	0%	3%
Cc1ccc(N(C(=O)c2csnn2)C(C(=O)NC(C)(C)C)c2ccncc2)cc1 (centres undefined)	23	16%	4%	-23%	-3%	8%
CSCCC(NC(=O)c1ccco1)C(=O)NCC1CCCO1 (centres undefined)	?	0%	.	-14%	-6%	13%
Cc1ccccc1-n1c(O)c(C=Nc2ccc3c(c2)OCO3)c(=O)[nH]c1=O	4	10%	-11%	-8%[11.4 µM]	-15%	19%
COCCNC(=O)NC(=O)COC(=O)c1cccn1C	44	10%	1%	3%	-2%	-3%
COC(=O)C(C)(C(=O)OC)c1ccc(C(F)(F)F)cc1[N+](=O)[O-]	-4	-15%	-1%	5%	-13%	15%
COc1ccc(S(=O)(=O)N(Cc2ccccc2)Cc2nc(-c3ccccc3)no2)cc1	11	11%	-7%	3%	-14%	?
Cn1c(SCC(=O)NN2C(=O)NC(C)(c3ccccc3)C2=O)nnc1-c1ccncc1 (centres undefined)	8	-1%	.	.	.	2%
COC(=O)c1cc(NS(=O)(=O)c2ccc3c(c2)c(=O)n(C)c(=O)n3C)cc(C(=O)OC)c1	-30	5%	.	-10%	-3%	15%
